KCNQ2 block = KCNQ2 channel blockers in CHO-K1 cells – cell-based, FluxOR thallium flux, B-score, primary screen (AID 2156). 20 min; stronger effect = lower value. O88943. B-score at 10 µM. 310,000 compounds, 1.1% hits;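 active = fluorescence ratio B-score at most minus 3 library SDs, with starting brightness B-score within 2 library SDs, cut at about -5.5 in these data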
CHT inh = inhibits the human high affinity choline transporter. CHT-expressing cells, membrane potential dye, choline response; stronger effect = lower value. AID 488975. 310,000 compounds, 0.86% hits. Q9GZV3. B-score at 10 µM;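 active = B-score over 3 SD under the library average, and starting fluorescence ratio not unusually high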;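 also: choline stimulus applied at its EC90 after an EC20 pre-addition; B-score computed on integrated fluorescence ratio after choline addition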
Target sequence (Q9GZV3 whole entry, looked up): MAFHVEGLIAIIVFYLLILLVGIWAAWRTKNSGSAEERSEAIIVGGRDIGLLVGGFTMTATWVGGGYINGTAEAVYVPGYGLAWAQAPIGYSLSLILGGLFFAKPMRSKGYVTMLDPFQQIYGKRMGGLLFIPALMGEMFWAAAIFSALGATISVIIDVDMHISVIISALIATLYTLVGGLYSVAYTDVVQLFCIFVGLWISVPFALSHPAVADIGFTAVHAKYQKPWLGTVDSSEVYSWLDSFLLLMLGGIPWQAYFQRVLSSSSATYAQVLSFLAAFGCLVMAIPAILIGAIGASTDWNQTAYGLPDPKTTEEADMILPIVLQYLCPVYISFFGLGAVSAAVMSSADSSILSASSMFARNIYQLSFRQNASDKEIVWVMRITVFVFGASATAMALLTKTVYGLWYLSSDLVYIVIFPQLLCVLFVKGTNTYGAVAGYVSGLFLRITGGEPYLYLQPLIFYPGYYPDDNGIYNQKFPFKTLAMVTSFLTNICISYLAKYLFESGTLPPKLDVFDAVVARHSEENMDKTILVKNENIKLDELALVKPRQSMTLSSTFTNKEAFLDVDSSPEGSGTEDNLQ
* hit, by the source's call; i = inactive; · = not tested or not shown. Compounds were not picked by outcome; overall some 1.9% were active at least once.

Sample of the layout, 2 compounds:
SMILES	KCNQ2 block	CHT inh
Cn1cc(CCNC(=O)c2ccc3nc(Cc4ccccc4F)oc3c2)cn1	i	i
Nc1[nH]n(-c2ccccc2)c(=O)c1N=Nc1ccccc1[N+](=O)[O-]	i	i

The list itself, from the start:
SMILES	KCNQ2 block	CHT inh
Cn1cc(CCNC(=O)c2ccc3nc(Cc4ccccc4F)oc3c2)cn1	i	i
Nc1[nH]n(-c2ccccc2)c(=O)c1N=Nc1ccccc1[N+](=O)[O-]	i	i
Cc1ccc(-c2nn(CC(=O)NCc3cc(-c4nn(C)c(=O)c5ccccc45)ccc3C)c(=O)c3ccccc23)cc1	i	i
CC(=O)c1cccc(NC(=O)CCN2C(=O)C3C4CCC(C4)C3C2=O)c1 (configuration not stated)	i	i
CCOC(=O)CC(=O)CSc1nc(-c2ccc3c(c2)OCO3)cc(C(F)(F)F)c1C#N	i	i
CC(OC(=O)c1ccccc1OCc1ccc(Cl)cc1)C(N)=O (configuration not stated)	i	i
CCC1CCCCN1CCCNC(=O)C(C)n1nc(C)c2sc3ccccc3c2c1=O (configuration not stated)	i	i
O=C(Nc1ccc2c(c1)OCO2)C1CCN(Cc2cnn(-c3ccccc3)c2-n2cccc2)CC1	i	i
COc1cccc(CCNS(=O)(=O)CCNC(=O)c2cccc(OC)c2)c1	i	i
CCN1C(=O)c2cccc3c(S(=O)(=O)NCCCN4CCOCC4)ccc1c23	i	i
C=CCNC(=S)NNC(=O)c1cc(-c2cccnc2)nc2ccccc12	i	i
COc1cccc(CNc2nc3nc(C)cc(=O)n3[nH]2)c1	i	i
O=S(=O)(c1ccccc1)c1nc(-c2ccco2)oc1Nc1ccccc1	i	i
CC(C)N1CCN(Cc2ccc(-c3ccccc3)cc2)CC1CCO (configuration not stated)	i	i
COc1ccc(-n2ccn3c(CCC(=O)N4CCN(c5cccc(C)c5C)CC4)nnc3c2=O)cc1	i	i
CCCOc1ccccc1-c1nc2c([nH]1)c(=O)[nH]c(=O)n2C	i	i
O=C(NCCCn1ccnc1)Nc1ccc2c(c1)OCO2	i	i
CCOC(=O)C1CN(C(C)(C)C)C(=O)C1=O (configuration not stated)	i	i
O=C(/C=C\NCC(=O)c1ccccc1)c1ccccc1	i	i
Cn1c(SCc2cccc(Br)c2)nc2ccccc2c1=O	i	i
O=C(OCc1nc2ccccc2[n+]([O-])c1C(=O)c1ccccc1)c1ccco1	i	i
COc1ccc(C2C(CN3CCOCC3)C(=O)N2c2ccccc2)cc1 (configuration not stated)	i	i
O=C(CSc1ccccc1)NC1CCCCCCC1	i	i
CC(C)Oc1ccc(C2C(C#N)=C(N)Oc3c2oc(CO)cc3=O)cc1 (configuration not stated)	i	i
COc1ccc(/C=C(/CC(=O)Nc2ccccc2)c2nc3ccccc3s2)cc1	i	i
COc1ccc(NS(=O)(=O)c2cccc(-c3nnc4n3CCCCC4)c2)cc1	i	i
O=S(=O)(c1ccc(Cl)cc1)N1CCCC1c1nc(-c2ccc(Cl)cc2)no1 (configuration not stated)	i	i
CN(CCO)CC(O)Cn1cnc2c1c(=O)n(C)c(=O)n2C (configuration not stated) (tested in a mixture with another compound)	i	i
CCOc1ccc(S(=O)(=O)N2CCC(C(=O)NC3CC3)CC2)cc1C	i	i
CC(C)CNC1CCS(=O)(=O)C1 (configuration not stated)	i	i
Cc1cccnc1Nc1ncnc(N)c1[N+](=O)[O-]	i	i
COc1ccc(/C=N/n2cnc3c(sc(=S)n3-c3ccccc3)c2=O)cc1	i	i
S=C(NC1CCCCC1)N1CCN(Cc2ccccc2Cl)CC1	i	i
COc1ccc2oc(=O)c(C(=O)N3CCCc4ccccc43)cc2c1	i	i
Cc1ccc(C)c(NC(=O)c2cnc3n(c2=O)CCS3)c1	i	i
CCC(=O)c1ccc(OCC(=O)Nc2ccc3nc(C)sc3c2)cc1	i	i

Reformatted field by field: entries from further up
> CN(CCO)CC(O)Cn1cnc2c1c(=O)n(C)c(=O)n2C (configuration not stated) (tested in a mixture with another compound)
- KCNQ2 block = i
- CHT inh = i

> CCOc1ccc(S(=O)(=O)N2CCC(C(=O)NC3CC3)CC2)cc1C
- KCNQ2 block = i
- CHT inh = i

> CC(C)CNC1CCS(=O)(=O)C1 (configuration not stated)
- KCNQ2 block = i
- CHT inh = i

> Cc1cccnc1Nc1ncnc(N)c1[N+](=O)[O-]
- KCNQ2 block = i
- CHT inh = i

(continued)
SMILES	KCNQ2 block	CHT inh
COC(=O)C1=C(C)Nc2[nH]c(=S)[nH]c(=O)c2C1c1ccc(O)cc1 (configuration not stated)	i	i
CN(C)c1ccc(Nc2c3c4c(cccc4n(C)c2=O)C(=O)c2ccccc2-3)cc1	·	-9.73*
COc1ccc(CC(=O)Nc2ccc(-c3noc(-c4ccccc4OC)n3)cc2)cc1	i	i
Cc1cc(N2CCCC2)ccc1NC(=O)COc1cccc(C(F)(F)F)c1	i	i
CCOc1ccc(N(CC(=O)NCc2ccc(F)cc2)C(=O)c2snc(C(N)=O)c2N)cc1	i	i
CCN(CC)S(=O)(=O)c1csc(C(=O)Nc2ccccn2)c1	i	i
CCOC(=O)N1CCC(N2Cc3cccc(C(=O)NCc4ccc(OC)cc4)c3C2=O)CC1	i	i
CCOC(=O)c1ccc(NC(=O)CNC(=O)C2CCCCC2)cc1	i	i
COc1ccc(N(CC(=O)NCc2ccccc2)C(=O)CCC(=O)Nc2cc(C)ccn2)c(OC)c1	i	i
COc1ccc(CC(O)COS(N)(=O)=O)cc1 (configuration not stated)	i	i
COc1ccc(-c2nsc3c(N4CCN(S(=O)(=O)c5ccccc5F)CC4)ncnc23)cc1	i	i
COCCNC(=O)/C(C#N)=C\c1ccc(CNS(=O)(=O)c2ccccc2)o1	i	i
CCn1c(=O)cc(OCC(=O)NCc2cccnc2)c2ccccc21	i	i
Cc1n[nH]c(=S)n1-c1ccccc1	i	i
Cc1cc(-c2nn(C)c(=O)c3ccccc23)cc(C)c1O	i	i
CCC(=O)c1ccc(O)c(OC)c1	i	i
O=C(NNS(=O)(=O)c1ccc(Br)cc1)c1cccs1	i	i
CCOC(=O)Cc1csc(NC(=O)c2cc(C)on2)n1	i	i
O=C(CC1Nc2ccccc2NC1=O)Nc1ccccc1 (configuration not stated)	i	i
CCN(CC(=O)NCc1ccc(Cl)cc1)C(=O)CSCC(=O)Nc1ccc(C)cc1	i	i
NC(=O)c1cc2ccccc2o/c1=N/NC(=O)c1cccc(F)c1	i	i
Cc1ccc(NS(=O)(=O)N2CCOCC2)c(C)c1	i	i
Cn1ncc([N+](=O)[O-])c1C(=O)NCc1ccccc1	i	i
Cc1ccc(C)c(S(=O)(=O)N2CCCC2CNC(=O)C(=O)NCCN2CCOCC2)c1 (configuration not stated)	i	i
COc1ccc(N(CC(=O)NCCC2=CCCCC2)S(=O)(=O)c2ccc(C)cc2)cc1OC	i	i
COc1ccc(-c2c(C#N)c(N)nc3c2CCCC3)cc1OC	i	i
CCOc1cc(/C=C2\SC(=N)N(c3nonc3N)C2=O)ccc1OCCN1CCOCC1	i	i
COC(=O)C1CCN(S(=O)(=O)Cc2ccccc2)CC1	i	i
COc1ccc(N/C=C2\CCc3ccccc3C2=O)cc1	i	i
CSCCC(NC(=O)c1ccc(Br)cc1)C(=O)O (configuration not stated)	i	i
CC(NC(=O)c1ccnc(C(C)(C)C)c1)c1ccccc1 (configuration not stated)	i	i
CCOc1cccc2sc(NC(=O)CCS(=O)(=O)c3ccccc3)nc12	i	i
COc1ccc(N(CC(=O)Nc2ccccc2SC)S(C)(=O)=O)cc1OC	i	i
Cc1ccc(/C(O)=C2/C(=O)C(=O)N(c3ccccn3)C2c2ccc(F)cc2)cc1 (configuration not stated)	i	i
O=C1c2ccccc2C(=O)N1CCc1nc2ccccc2c(=O)n1Cc1ccco1	i	i
C=CCOc1ccc(-c2nc3c(c(=O)[nH]c(=O)n3CCCC)n2C)cc1Br	i	i

In another format: 4 of the compounds above
SMILES,KCNQ2 block,CHT inh
CCC1CCCCN1CCCNC(=O)C(C)n1nc(C)c2sc3ccccc3c2c1=O (configuration not stated),i,i
O=C(Nc1ccc2c(c1)OCO2)C1CCN(Cc2cnn(-c3ccccc3)c2-n2cccc2)CC1,i,i
COc1cccc(CCNS(=O)(=O)CCNC(=O)c2cccc(OC)c2)c1,i,i
CCN1C(=O)c2cccc3c(S(=O)(=O)NCCCN4CCOCC4)ccc1c23,i,i

Other results:
SMILES	KCNQ2 block	CHT inh
Cc1cccc(-c2cc(C(=O)Nc3cccnc3)c3ccccc3n2)c1	-8.01*	i
CCOc1cc(/C=C\c2[nH]c(=O)[nH]c(=O)c2[N+](=O)[O-])ccc1OC(C)CC (configuration not stated)	i	i
Fc1ccc(Oc2cc(N3CCOCC3)nc(-c3ccccc3)n2)c(F)c1	i	i
Cc1ccc(NC(=O)CSCC(=O)Nc2sccc2C#N)cc1	i	i
COC(=O)c1ccc(COc2ccc(NC(C)=O)cc2)o1	i	i
COc1ccccc1N1CCN(C2CCCN(C(=O)c3ccccn3)C2)CC1 (configuration not stated)	i	i
COCCCn1c(C(C)C)nc2oc3cc(OC)ccc3c(=O)c2c1=O	i	i
CC1CCN(c2ccc3nnc(CCC(=O)N4CCCCC4)n3n2)CC1	i	i
O=S(=O)(Nc1ccc(OC(F)F)cc1)c1ccc(-c2ccon2)s1	i	i
CCCCN(C(=O)Cn1nnc2ccccc21)C(C(=O)NCCOC)c1ccc(OC)cc1OC (configuration not stated)	i	i
O=C(NC(Cc1c[nH]c2ccccc12)C(=O)O)/C(=C\c1ccc2c(c1)OCO2)NC(=O)c1ccccc1 (configuration not stated)	i	i
CCn1cc(C(=O)N[C@@H](C)C(=O)NCCCn2ccnc2)c(=O)c2cc3c(cc21)OCO3	i	i
COc1ccccc1-c1cc(C(F)(F)F)nc(N2CCCC2)n1	i	i
Cc1cc(=O)n2nc(N3CCC(C(=O)NC(C)c4ccccc4)CC3)sc2n1 (configuration not stated)	i	i
O=[N+]([O-])c1cccc(CNc2ccc3c(c2)CCC3)c1	i	i
C/C(=N\NC(=O)c1cc2ccccc2cc1O)c1ccccn1	i	i
CCCSc1nnc(NC(=O)c2nc(SC)ncc2Cl)s1	i	i
COCCN(CCOC)S(=O)(=O)c1ccc(C(=O)Nc2nnc(C3CC3)o2)cc1	i	i
COC(=O)c1ccc(COC(=O)c2ccccc2OC)cc1	i	i
C=CCNC(=S)N1CCN(c2ccccc2Cl)CC1	i	i
Cc1cccc(OCC(=O)Nc2ccc(N3CCCC3)cc2)c1C	i	i
COc1ccc(-c2[nH]ncc2CN(C)Cc2cccnc2)c(F)c1	i	i
Cc1cccc(N2CC(=O)N(c3cccc(C)c3)CC2=O)c1	i	i
C=C1CSc2nc(=O)c3c(C)c(C)sc3n21	i	·
COc1ccc([C@@H]2C[C@H](c3ccccc3)Oc3cc(C)cc(C)c32)cc1	i	·
CCCc1cc(=O)[nH]c(SCC(=O)NCCC2=CCCCC2)n1	i	i
OCC1(Cc2cccc(C(F)(F)F)c2)CCN(Cc2cc(F)cc(F)c2)CC1	i	i
CSCC[C@H](NC(=O)CCNC(C)=O)c1nc2ccccc2[nH]1	i	i
CC(C)(C)C(=O)NNc1nc(-c2ccccc2)c2cc(Br)ccc2n1	i	i
O=CN1CCN(C(=O)C(=O)c2cn(CC(=O)N3CCCCC3)c3ccccc23)CC1	i	i
COc1ccc(C2N(c3ccccn3)C(=O)C3CCCN32)c(OC)c1 (configuration not stated)	i	i
CCO/C=C1/C(=O)N(CC)c2ccccc21	i	i
COc1cccc(C(C(=O)NC2CCCCC2)N(CCN2CCOCC2)C(=O)C2COc3ccccc3O2)c1 (configuration not stated)	i	i
O=C(c1ccccc1F)N(Cc1ccc2c(c1)OCO2)Cc1cc2cc3c(cc2n2nnnc12)OCO3	i	i
COc1ccc(Cl)cc1C(=O)NCCCn1ccnc1	i	i
N#CCCN(C(=O)COC(=O)CCc1c[nH]c2ccccc12)c1ccccc1	i	i
Oc1ccc(Cl)cc1-c1cc(-c2ccco2)[nH]n1	i	i
Cc1oc2c(C)c3oc(=O)c(CCC(=O)O)c(C)c3cc2c1-c1ccccc1	i	i
CC(C)C1Cc2c(sc3c2c(=O)n(-c2ccccc2)c2n[nH]c(=S)n32)CO1 (configuration not stated)	i	i
CCCC(=O)c1cc2c(cc1NC(=O)c1ccccc1F)OCCO2	i	i
CCN(CC)CCC(O)(c1ccccc1)C1CCCCC1 (configuration not stated)	i	i
Cc1ccc(CNC(=O)c2ccc(COc3ccccc3)cc2)cc1	i	i
CCCCNC(=O)NC12CC3CC(CC(C3)C1)C2	i	i
Cc1cc(C)cc(N2C(=O)C3C4C=CC(C4)C3C2=O)c1 (configuration not stated)	i	i
COc1ccc(-c2cc3cc(OC)c(OC)cc3c(C)n2)cc1	i	i
CN(C)c1ccc(/C=C/c2ccc3ccccc3n2)cc1	i	i
O=C(COc1ccc2ccccc2c1)N[C@@H](C(=O)O)c1ccc(O)cc1	i	i
O=C(COC(=O)/C=C/c1ccc(Cl)cc1)NCCC1=CCCCC1	i	i
Cn1cc(C=C2C(=O)OC3(CCCCC3)OC2=O)c2ccccc21	i	i
Cc1cc(NS(=O)(=O)c2ccc(NC(=O)CSc3nc4ncc(Cl)cc4[nH]3)cc2)nc(C)n1	i	i
CC(=O)Nc1ccc(NC(=O)CSc2nc(C)nc3sc(C)c(C)c23)cc1	i	i
Cc1ccc(S(=O)(=O)Nc2ccccc2C(=O)Nc2sccc2C(=O)NN(C)C)cc1	i	i
Cc1cc(NC(=O)c2cnn3c(C(F)(F)F)cc(-c4ccc(Br)cc4)nc23)no1	i	i
Cc1ccc(C)c(Cn2nnc(C(=O)Nc3ccc4c(c3)OCCO4)c2N)c1	i	i
